CXCR6 block = inhibitors of human CXCR6 receptor; CHO-K1 PathHunter CXCR6 beta-arrestin, luminescence; inhibition, % at 20 µM; actives 0.36% (n = 360,000); in the data active = inhibition above about 34%, passing the limit was not always enough;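 also: antagonist mode with CXCL16 agonist at 10 nM final; 0% = 10 nM CXCL16 with DMSO and 100% = unstimulated wells without agonist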
Target sequence (O00574 whole entry, looked up): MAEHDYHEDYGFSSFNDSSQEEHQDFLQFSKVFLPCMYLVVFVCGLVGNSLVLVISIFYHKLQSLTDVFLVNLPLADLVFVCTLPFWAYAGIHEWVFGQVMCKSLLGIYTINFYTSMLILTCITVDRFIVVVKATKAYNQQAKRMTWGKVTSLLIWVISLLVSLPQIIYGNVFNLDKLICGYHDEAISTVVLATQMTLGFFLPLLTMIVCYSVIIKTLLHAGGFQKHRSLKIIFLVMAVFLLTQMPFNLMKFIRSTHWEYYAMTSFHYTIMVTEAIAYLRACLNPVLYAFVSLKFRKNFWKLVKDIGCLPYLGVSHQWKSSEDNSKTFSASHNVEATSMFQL
APJ antag = blocks the human apelin receptor APJ; inhibition, % at 20 µM; CHO-K1 APJ beta-arrestin complementation, luminescence; P35414; actives 0.32% (n = 330,000);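 active = inhibition above about 40% at 20 µM, limit read from the data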;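 also: cells challenged with 10 nM apelin-13 agonist together with compound; plate controls were apelin-13 plus DMSO wells for no effect and DMSO wells lacking apelin-13 for full effect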
CCR6 antag = blocks CCL20-driven beta-arrestin recruitment at human CCR6 | inhibition, % at 20 µM | P51684 | CHO-K1 CCR6 PathHunter beta-arrestin, luminescence, CCL20-stimulated | actives 0.49% (n = 340,000);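 active = compounds whose inhibition of the agonist-driven luminescence signal at 20 µM reaches about 50%, limit read from the data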;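 also: cells stimulated with CCL20 at 14 nM final; plate controls were DMSO with CCL20 for no effect and DMSO without agonist for full effect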
Target sequence (P51684 whole entry, looked up): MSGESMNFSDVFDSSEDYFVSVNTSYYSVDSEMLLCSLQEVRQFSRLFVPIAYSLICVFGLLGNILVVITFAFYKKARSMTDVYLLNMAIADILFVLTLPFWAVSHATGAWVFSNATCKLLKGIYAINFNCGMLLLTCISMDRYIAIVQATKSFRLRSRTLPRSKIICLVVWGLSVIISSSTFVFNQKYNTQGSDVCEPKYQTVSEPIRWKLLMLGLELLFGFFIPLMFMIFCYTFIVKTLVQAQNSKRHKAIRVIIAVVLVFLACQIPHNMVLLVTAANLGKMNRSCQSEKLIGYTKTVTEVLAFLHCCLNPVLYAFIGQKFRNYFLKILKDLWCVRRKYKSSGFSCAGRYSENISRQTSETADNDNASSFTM
Gli-Sufu block = antagonists of Gli-Sufu signaling | Sufu-KO-LIGHT fibroblasts, Gli luciferase reporter luminescence | inhibition, % at 5 µM | actives 0.74% (n = 340,000) | AID 588413;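 active = inhibition above about 55%, limit read from the data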;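 also: 0% = DMSO-treated cells and 100% = wells with medium but no cells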
UBC13 inh = blocks human UBC13 polyubiquitin chain formation; inhibition, % at 20 µM; AID 485273; TR-FRET; actives 0.47% (n = 330,000); P61088; in the data active = inhibition above about 45%, passing the limit was not always enough
Target sequence (P61088 whole entry, looked up): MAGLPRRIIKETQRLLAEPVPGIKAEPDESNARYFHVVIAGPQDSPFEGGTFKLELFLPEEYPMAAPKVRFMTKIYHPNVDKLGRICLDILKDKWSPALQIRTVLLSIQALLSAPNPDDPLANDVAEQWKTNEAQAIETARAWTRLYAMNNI
EBI2 block = blocks human EBI2 receptor beta-arrestin signaling; EBI2 beta-arrestin recruitment, luminescence, 7a,25-OHC stimulated; inhibition, % at 5 µM; actives 0.81% (n = 360,000); AID 651636; in the data active = inhibition above about 38%;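 also: enzyme fragment complementation signal reports receptor beta-arrestin coupling in cells; 0% = agonist plus DMSO wells and 100% = wells without agonist; some results beyond the cut were filed as inactive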
697 NFkB inh = inhibitors of the PMA/ionomycin-induced NF-kB reporter in 697 B cells; 697 B-cell NF-kB luciferase reporter, 16 h; inhibition, % at 4 µM; actives 0.33% (n = 330,000); in the data active = inhibition above about 35%
Jurkat NFkB inh = lowers PMA/ionomycin-induced NF-kB signal in Jurkat cells. PMA/ionomycin-induced NF-kB luciferase reporter, luminescence. inhibition, % at 4 µM. actives 0.53% (n = 330,000). AID 435003; in the data active = inhibition above about 50%
Numbers without * were called inactive; . = no result given.

smiles	CCR6 antag	EBI2 block	697 NFkB inh	Gli-Sufu block	APJ antag	Jurkat NFkB inh	CXCR6 block	UBC13 inh
CC1CN(CC(=O)NN=C(c2ccccc2)c2ccccc2)CC(C)O1 (centres undefined)	-0.2	-2.9	-29.1	3.5	-19.4	8.6	-3.3	-1.9
O[C@@H](c1cc(C(F)(F)F)nc2c(C(F)(F)F)cccc12)[C@H]1CCCCN1	-12.0	-3.9	-21.7	2.1	-10.7	15.4	-14.5	64.1*
CCOc1cc(S(=O)(=O)NCc2ccncc2)c(C)cc1C	5.9	-11.1	-27.9	5.4	-0.3	-0.6	0.3	-1.9
CCCCNC(=O)c1ccc(NS(=O)(=O)c2ccccc2)cc1	-6.0	0.9	-14.5	-14.0	-21.3	-4.2	10.5	-7.2
COC(=O)CSc1nnc(-c2cccnc2)n1-c1cccc(OC)c1	-10.1	-6.5	5.1	-7.3	18.3	-10.7	-2.5	2.2
CN(C)c1ccc(/C=C(\C#N)C(=O)c2ccccc2)cc1	21.4	-1.2	.	8.0	.	.	6.1	.
O=C(CCNC(=O)c1ccco1)Nc1ccc(Cl)cc1	21.3	-9.9	-4.7	-2.6	13.9	-0.8	-6.2	6.8
Cc1c(NC(=O)COc2ncnc3c(Cl)cc(Cl)cc23)c(=O)n(-c2ccccc2)n1C	15.8	1.1	6.4	9.6	18.7	-6.2	5.7	-11.2
O=C(CSc1nnc(-c2ccccc2Br)o1)N1CCN(C(=O)c2ccco2)CC1	-7.0	-0.5	-1.4	-7.6	3.8	-25.8	-7.4	1.0
Cc1ccc(N2CCN(CC(O)COC3CCCCC3)CC2)cc1 (centres undefined)	-1.2	3.9	6.2	8.0	9.5	4.3	-3.2	-2.7
CCC(=O)N1N=C(c2c(-c3ccccc3)c3cc(Cl)ccc3[nH]c2=O)CC1c1ccco1 (centres undefined)	-1.8	4.2	14.9	11.0	-6.2	9.2	8.4	9.1
CCN(CC)S(=O)(=O)c1ccc(NC2CCCc3ccccc32)nc1 (centres undefined)	9.2	17.9	-25.9	8.2	-4.9	-14.0	-4.2	0.0
CC(C)=CCCC(C)CN1CCC(N2CCC(C(=O)NC(C)C)CC2)CC1 (centres undefined)	4.7	-9.2	-0.4	3.9	-8.3	27.7	-3.0	19.8
Cc1ccccc1-c1nnn(Cc2cccc(S(=O)(=O)N3CCOCC3)c2)n1	18.8	-7.5	8.4	-6.2	-3.4	2.0	-7.5	13.9
COc1cccc(C2C(C(N)=O)=C(C)Nc3nc(-c4cccc(Cl)c4)nn32)c1 (centres undefined)	-9.6	-4.6	18.4	22.9	1.8	-3.5	0.1	7.0
CC(=O)C1(O)C(C)CC2C3CCC4CC(O)CCC4(C)C3=CCC21C (centres undefined)	-1.3	-1.8	-15.1	5.6	-12.7	14.7	-2.4	-1.6
C[N+]1(CC(=O)NNc2c3ccccc3nc3ccccc23)CCOCC1	.	.	-6.9	.	-11.4	-8.1	.	-317.5
COc1ccc(/C=N/Nc2nn3cnnc3c3ccccc23)cc1	3.5	3.7	25.4	-2.8	7.9	15.5	-1.4	-8.1
Cc1c2cnn(CC(=O)NCCN3CCOCC3)c(=O)c2c(C)n1Cc1ccccc1	7.2	-7.2	13.5	6.6	-20.5	1.3	4.1	-4.8
Cc1ccc(NC(=S)NNC(=O)c2ccc(N3CCOCC3)c([N+](=O)[O-])c2)cc1C	26.5	7.1	-8.4	2.4	-2.1	9.7	37.4	-25.4
CC1CCN(S(=O)(=O)c2ccc(C(=O)N(C)C3CCS(=O)(=O)C3)cc2)CC1 (centres undefined)	-9.2	-8.7	7.0	-1.4	4.8	9.1	-5.2	-2.1
COc1ccccc1N1CCN(C(=O)CSc2nc3ncnc(N)c3[nH]2)CC1	1.8	-1.6	2.8	0.3	-13.3	-6.4	-8.6	25.1
CC(C(=O)N1c2ccccc2CC1C)N1CCN(S(=O)(=O)c2ccccc2F)CC1 (centres undefined)	-2.7	-19.5	1.4	-13.1	-11.1	-8.1	-0.6	-0.1
CCOc1ccccc1NC(=O)C1CCCN(S(=O)(=O)c2c(C)[nH]c(=O)[nH]c2=O)C1 (centres undefined)	-5.4	0.8	18.7	0.8	-11.1	13.6	8.3	5.2
COc1ccc(C(=O)NC(=S)NNC(=O)c2cccc(C)c2)cc1	48.3	.	-10.9	-1.2	17.1	-3.3	.	-32.6
CCc1ccc(-c2nnn(CCC(=O)OC)n2)cc1	1.7	1.3	52.1*	30.1	12.4	9.9	-3.7	6.8
Cc1ccc(S(=O)(=O)N2CCCCC2)cc1NC(=O)CCNC(=O)c1ccccc1	2.9	0.7	13.8	-4.5	12.2	1.3	-5.7	2.0
CN1C(=O)c2ccccc2OC1(C)Cc1ccccc1 (centres undefined)	4.8	5.1	10.8	1.5	8.0	-18.4	-4.2	0.6
O=C(/C=C/c1ccccc1)Nc1cccnc1Cl	-1.3	7.7	-28.9	-67.0	-12.1	-1.8	5.1	-7.2
Cc1cc(NC(=O)CSc2nnc(-c3ccco3)n2Cc2ccccc2)no1	9.4	5.5	4.0	34.0	10.4	-4.2	5.2	6.9
C[N+]1(CC(=O)OC2CCCCCCCCCCC2)CCCC1	5.5	-4.9	-6.9	64.6*	11.3	-2.2	7.5	12.6
COC1(OC)C(/C=C/c2ccc(Cl)cc2)C(C#N)(C#N)C1(OC)OC (centres undefined)	25.7	2.8	22.5	8.7	6.8	17.4	-7.1	5.0
COc1cccc2cc(/C(=N/O)c3ccc(Br)cc3)oc12	1.2	13.1	-29.5	3.7	0.7	7.7	-7.6	5.2
Cc1nc2ccc(C(=O)c3ccccc3)cc2[nH]1	6.1	-10.6	-17.1	-19.1	5.0	-10.0	-1.1	3.0
CC(C)NC(=O)COc1ccc(Cl)cc1Cl	5.7	-6.0	-4.0	-6.6	15.1	16.2	1.9	-2.0
COc1ccc(CCn2c(=N)c(C(=O)NCC3CCCO3)cc3c(=O)n4cccc(C)c4nc32)cc1OC (centres undefined)	16.2	2.9	-95.7	-9.5	6.6	40.0	15.7	-12.8
Cc1ccc(O)c(CNc2nc3ccccc3n2C(C)C)c1	-6.1	-7.2	-6.4	0.0	-11.8	-8.3	-3.1	11.6
COc1ccc(C)cc1NC(=O)Nc1ccccc1SC	8.9	1.5	13.2	0.2	9.9	8.6	-1.2	-0.8
CCCCNC(=S)N/N=C/c1cc(C)ccc1C	25.6	11.8	-5.6	11.2	-20.2	-2.5	-0.7	-0.9
CCn1c(COc2ccccc2)nnc1SCC(=O)C(C)(C)C	-10.7	-6.0	-37.1	1.2	4.1	-1.1	0.6	-0.9

Gathered by group, those above with an aryl thioether with sulfur outside any ring
smiles	CCR6 antag	EBI2 block	697 NFkB inh	Gli-Sufu block	APJ antag	Jurkat NFkB inh	CXCR6 block	UBC13 inh
COC(=O)CSc1nnc(-c2cccnc2)n1-c1cccc(OC)c1	-10.1	-6.5	5.1	-7.3	18.3	-10.7	-2.5	2.2
O=C(CSc1nnc(-c2ccccc2Br)o1)N1CCN(C(=O)c2ccco2)CC1	-7.0	-0.5	-1.4	-7.6	3.8	-25.8	-7.4	1.0
COc1ccccc1N1CCN(C(=O)CSc2nc3ncnc(N)c3[nH]2)CC1	1.8	-1.6	2.8	0.3	-13.3	-6.4	-8.6	25.1
Cc1cc(NC(=O)CSc2nnc(-c3ccco3)n2Cc2ccccc2)no1	9.4	5.5	4.0	34.0	10.4	-4.2	5.2	6.9
COc1ccc(C)cc1NC(=O)Nc1ccccc1SC	8.9	1.5	13.2	0.2	9.9	8.6	-1.2	-0.8
CCn1c(COc2ccccc2)nnc1SCC(=O)C(C)(C)C	-10.7	-6.0	-37.1	1.2	4.1	-1.1	0.6	-0.9

(further entries)
smiles	CCR6 antag	EBI2 block	697 NFkB inh	Gli-Sufu block	APJ antag	Jurkat NFkB inh	CXCR6 block	UBC13 inh
CC(C)n1nnnc1SCC(=O)c1c(N)n(C2CC2)c(=O)[nH]c1=O	6.3	-8.5	19.5	2.9	6.7	2.1	3.5	0.1
O=C(Nc1ccc2c(c1)nc1n2CCOC1)c1ccco1	0.8	-6.3	-43.9	-72.9	2.0	-57.4	-1.0	6.5
Cc1ccc(NC(=O)Cn2cccc2C2=NC(c3ccccc3)CO2)c(C)c1 (centres undefined)	9.1	5.8	-10.2	0.1	-2.9	-15.0	-8.0	-14.5
CC(=O)NC1=CC(=C[N+](=O)[O-])C=C1O	17.1	0.4	.	-4.6	.	.	22.1	.
COc1ccc(C2=NS(=O)(=O)N(C)C(C(=O)N3CCCCC3C)=C2)cc1 (centres undefined)	19.4	2.5	2.3	-0.6	3.7	1.8	2.3	-1.2
CCOC(=O)c1c(C)c(C(=O)N2CCN(C(=O)c3ccco3)CC2)c(C)n1C	-11.8	-14.5	7.2	-0.5	-5.1	11.3	-13.0	9.2
O=C(c1cc(N2C(=O)C3C4CCC(C4)C3C2=O)ccc1Cl)N1CCN(c2ccccc2F)CC1 (centres undefined)	2.5	9.4	-12.5	3.8	-10.1	6.0	-1.6	-8.7
CN(C)c1cccc(O)c1	-6.2	-2.5	13.9	-5.9	-14.0	15.4	4.8	-3.8
CCOC(=O)CCCCCC(=O)Nc1ccc2c(c1)CC(=O)N([C@@H](C)CO)C[C@@H](C)[C@@H](CN(C)C(=O)Nc1ccc(C(F)(F)F)cc1)O2	-6.4	-15.5	2.9	-2.0	-2.5	-3.3	-5.2	8.7
CCCC1=[N+](CC(=O)c2ccc(C)cc2)CCn2cccc21	-4.1	-6.3	-22.9	9.1	-21.6	3.4	2.6	-17.4
C=CCN1CCc2cc(O)c(O)cc2C(c2ccccc2)C1 (centres undefined)	-8.0	-5.6	1.3	4.3	-1.7	-9.7	-3.4	13.2
Nc1c(C(=O)O)cnn1-c1ccc([N+](=O)[O-])cc1	3.6	-3.5	7.6	4.1	10.7	11.2	5.9	0.2
CSc1ccccc1C(=O)NC1CC2CCC1C2 (centres undefined)	-6.1	6.6	1.7	-0.5	0.6	-11.7	1.3	2.8
CCOc1ccc2nc(N3CCC(C(=O)N4CCN(C(=O)c5ccco5)CC4)CC3)sc2c1	6.1	0.0	-43.8	4.7	4.4	-11.5	-2.9	0.8
COc1ccc(N2CCN(CC(=O)NC(=O)NC(C)(C)C)CC2)cc1	0.5	-11.4	11.4	-2.6	-8.1	-6.8	-3.1	-7.2
COc1ccc(NS(=O)(=O)c2cccc(NC(=O)COc3ccc(OC)cc3)c2)cc1	14.1	0.3	-15.6	-2.7	4.5	18.8	-1.3	-4.9

The order is random; overall some 3% were active at least once.
